PI5P4K alpha inh – inhibitors of human PI5P4K alpha | P48426 | PI5P4Kalpha enzyme, ADP-Glo luminescence, 60 min; stronger effect = lower value | max response, % | 1.2% of 330,000 active; active means max response of -50% or lower; inconclusive means between -30% and -50%; inactive means -30% or higher; further: value at the top dose of about 77 µM; on the % scale 0 is the no-effect control and ±100 the full control effect
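Luminescence from ADP-Glo served as readout of PI5P4Kalpha activity in a qHTS format. Reaction: enzyme, substrate, compound, ATP at 5 microM final, 60 min at RT.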
HEK293 tox – cytotoxicity counter-screen for GLP-1 receptor inverse agonists. Potency, µM (series often up to 38.3 µM), without a hit: top-dose activity change, negative = inhibition, most hits filed as inhibitors. HEK293 cAMP-luciferase reporter cells, luminescence, 24 h. AID 624418. 0.13% of 410,000 active;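 further: loss of luciferase light is scored as toxicity; potency means the concentration at half of the fitted maximal effect; on the % scale 0 is the no-effect control and ±100 the full control effect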
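To flag toxic compounds, the library was rerun on cells for 24 hr at 37 deg C and 5% CO2. Viability-linked luminescence was captured 12 min after adding luciferase detection reagent.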
EPAC1 agonist – EPAC1 (human) agonism; EPAC1 agonist qHTS, biochemical assay; response scale: 100% = response to 6.5 mM cAMP; O95398; 0.073% of 360,000 active; Potency, µM (top dose mostly 154 µM), without a hit: top-dose activation, hits mostly activators; further: potency means the concentration at half of the fitted maximal effect; nearly all actives have a fitted effect of over 60% in size
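Nucleotide exchange assay: 100 nM EPAC1 with 250 nM Rap1B loaded with BODIPY-GDP and 50 uM GDP, room temperature. Fluorescence (480/540 nm) read every 5 min for 30 min; signal change normalized to 6.5 mM cAMP as full agonist.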
IL-2 act – activates IL-2 in a cell-based reporter assay; AID 652025; 0.065% of 360,000 active; IL-2 activation reporter assay, cell-based qHTS; stimulated with anti-CD3/CD4/CD28 beads; in transgenic mouse T cells; activation, % (series mostly up to about 46 µM); in the data active means activation above about 50%; inconclusive means mostly about 30% to 49%; further: 0% is about no effect
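Unstimulated transgenic mouse T cells preincubated 60 min with compound, then stimulated with anti-CD3/anti-CD4-coated beads plus anti-CD28 for 18 h at 37 degrees C. IL-2 response read as EGFP and DsRed fluorescence by plate cytometry.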
PLK1 PBD inh – inhibitors of human PLK1 polo-box domain binding; P53350; Plk1 PBD binding of FITC phosphopeptide, fluorescence polarization; Potency, µM, without a hit: max response, negative = inhibition, most hits filed as inhibitors; 2.8% of 360,000 active; AID 720504; further: potency means the concentration at half of the fitted maximal effect; series mostly up to about 57 µM; on the % scale 0 is the no-effect control and ±100 the full control effect; nearly all actives have a fitted effect of over 65% in size
GLP1R inv ag – inverse agonists of human GLP-1 receptor. 1.6% of 410,000 active. HEK293 GLP-1R CRE-luciferase, luminescence, 24 h; GLP-1R form is constitutively active. Potency, µM (series often up to 38.3 µM), without a hit: top-dose activity change, negative = inhibition, most hits filed as inhibitors; further: potency means the concentration at half of the fitted maximal effect; on the % scale 0 is the no-effect control and ±100 the full control effect; nearly all actives have a fitted effect of over 55% in size
Target sequence (P43220 whole entry, looked up): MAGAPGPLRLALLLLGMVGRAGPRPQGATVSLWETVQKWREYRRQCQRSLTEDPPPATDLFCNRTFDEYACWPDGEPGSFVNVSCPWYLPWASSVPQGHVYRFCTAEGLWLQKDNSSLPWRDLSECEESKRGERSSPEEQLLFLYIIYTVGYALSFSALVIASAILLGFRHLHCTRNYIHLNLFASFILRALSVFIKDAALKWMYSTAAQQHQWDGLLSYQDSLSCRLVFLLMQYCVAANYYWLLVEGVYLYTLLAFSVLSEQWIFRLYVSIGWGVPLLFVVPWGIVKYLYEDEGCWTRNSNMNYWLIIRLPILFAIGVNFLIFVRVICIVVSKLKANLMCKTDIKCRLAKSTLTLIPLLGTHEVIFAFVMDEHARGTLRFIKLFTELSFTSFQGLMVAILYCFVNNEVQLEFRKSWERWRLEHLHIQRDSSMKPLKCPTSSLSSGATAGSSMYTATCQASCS
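GLP-1R inverse agonism mode: basal reporter luminescence in engineered HEK293 cells measured after one day of compound exposure at 37 deg C, with a 12 min room-temperature detection step.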
PTHR1 ag – activates the human parathyroid hormone receptor PTHR1; Potency, µM (series often up to 115 µM), for the others: at the top dose activation, most hits filed as activators; HEK293 GP2 PTHR1 cells, GloSensor cAMP luminescence, 1 h; 0.075% of 410,000 active; further: potency means the concentration at half of the fitted maximal effect; nearly all actives have a fitted effect of over 55% in size; some results filed as inactive show a strong effect at the top dose; inactives centre near -15; many of its hits are not listed in these tables
Target sequence (Q03431 whole entry, looked up): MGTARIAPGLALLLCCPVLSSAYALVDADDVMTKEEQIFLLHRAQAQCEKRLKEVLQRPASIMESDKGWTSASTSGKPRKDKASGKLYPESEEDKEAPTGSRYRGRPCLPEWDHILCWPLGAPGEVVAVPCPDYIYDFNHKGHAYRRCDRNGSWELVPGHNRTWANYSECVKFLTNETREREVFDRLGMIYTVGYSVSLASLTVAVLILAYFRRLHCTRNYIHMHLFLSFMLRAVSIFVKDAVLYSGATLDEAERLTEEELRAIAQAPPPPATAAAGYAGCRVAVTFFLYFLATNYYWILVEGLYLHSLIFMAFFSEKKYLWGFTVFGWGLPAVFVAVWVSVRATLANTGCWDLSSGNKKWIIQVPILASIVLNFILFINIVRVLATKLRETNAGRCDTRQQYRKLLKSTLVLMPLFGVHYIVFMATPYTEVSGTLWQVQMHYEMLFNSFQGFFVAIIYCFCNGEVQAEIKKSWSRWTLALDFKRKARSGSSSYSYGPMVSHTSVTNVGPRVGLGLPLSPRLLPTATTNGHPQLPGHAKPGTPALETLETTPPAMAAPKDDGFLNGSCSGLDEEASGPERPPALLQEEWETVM
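HEK-293-derived GP2 cells expressing PTHR1 and a GloSensor cAMP reporter, 3,000/well, plated overnight, given luciferin plus IBMX (each 0.5 mM as added) for 1 h at 37 °C, then compound for 1 h at 37 °C. Luminescence was read after 15 min at room temperature.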
GLP-1R agonist – GLP-1 receptor (human) agonism; AID 624172; HEK293 GLP-1R CRE-luciferase, luminescence, 4-6 h; cells express a hypersensitive GLP-1R form; 0.007% of 380,000 active; P43220; Potency, µM (doses to about 45.6 µM), inactives show at the highest dose activation, most hits filed as activators; further: potency means the concentration at half of the fitted maximal effect; % of control where 0% means no effect
EPAC1 antag – EPAC1 (human) antagonism. O95398. EPAC1 GEF assay, Rap1b-BODIPY-GDP exchange fluorescence. Potency, µM (series often up to 115 µM), for inactives: top-dose activity change, negative = inhibition, actives largely listed as inhibitors. 0.14% of 360,000 active;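 further: potency means the concentration at half of the fitted maximal effect; plate controls were vehicle for no effect and positive control for full effect; nearly all actives have a fitted effect of over 50% in size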
The depositor's hits bear a star; i = inactive; ? = inconclusive; / = not tested or not shown; [ ] = dose if it differs, or a comment. Unless noted, the call rests on the fitted dose curve; in most records, active means well fitted curve in the direction sought with a large enough effect; inconclusive means small, poorly fitted or top-dose-only effect, or another doubt; inactive means no such curve, though single readings can be large; an effect the other way counts as inactive or inconclusive.

SMILES | PI5P4K alpha inh | HEK293 tox | EPAC1 agonist | IL-2 act | PLK1 PBD inh | GLP1R inv ag | PTHR1 ag | GLP-1R agonist | EPAC1 antag
Cn1c(=O)c2c(ncn2CC(=O)OCC(=O)Nc2ccc(Cl)cc2)n(C)c1=O | 1 | -1% | -7% | -0.5 | -16% | 5% | -15% | 1% | -13%
CCOC(=O)Cc1csc(NC(=O)CC)n1 | / | 8% | 4% | -1.1 | -8% | -8% | -7%[57.5 µM] | 2% | 15%
CCOC(=O)CSc1nnc(-c2c[nH]c3ccccc23)n1CC | -5 | -19% | 0% | -1.3 | -1% | -1% | -17% | 11% | -4%
O=C(Nc1ccc(F)cc1F)NC1CCCCCCC1 | 1 | 2% | -12% | -2.6 | -6% | ? | -17% | 13% | -25%
Cc1ccc(NC(=O)Cc2ccccc2Cl)cc1S(=O)(=O)N(C)C | ? | -16% | -4% | -3.4 | -10% | ? | -95%[inhibitor] | -1% | -22%
O=C(c1ccc(=O)[nH]c1)N1CCN(S(=O)(=O)c2ccc(Cl)cc2)CC1 | 2 | 0% | -1% | -0.9 | 7% | 0% | 6% | 7% | 2%
COCCN1CCN(c2cc(-c3ccccc3)nc3cc(-c4cccc(F)c4)nn23)CC1 | 23 | 66%[activator] | 18% | -3.1 | ? | 7.9µM* | -9% | -18% | ?
Clc1ccccc1Cn1nnc2c(N3CCCC3)ncnc21 | / | -7% | 5% | -1.2 | -2% | 5% | -29% | 30% | -5%
Fc1cccc(Cl)c1C1SCc2nc3ccccc3n21 (stereo not drawn) | 1 | 7% | -8% | -0.4 | -19% | ? | -64%[inhibitor] | 12% | -25%
CC1=NNC(=O)C1CC(=O)N/N=C/C(Br)=C/c1ccccc1 (stereo not drawn) | 1 | -7% | 0% | -0.3 | -6% | 4% | -4% | 5% | -11%
O=C(O)c1cc2c(cn1)[nH]c1ccccc12 | -8 | -6% | 6% | -0.4 | -2% | -2% | i | 4% | 16%
COc1ccccc1CNC(=O)c1oc2ccc(S(=O)(=O)N3CCCC3)cc2c1C | 5 | -12% | 14% | -0.2 | -2% | ? | i | 4% | 6%
CCOc1cccc(-c2c(C(=O)N/N=C/c3ccoc3)nnn2-c2nonc2N)c1 | -23 | -4% | -4% | -0.9 | 30µM* | -21% | -11% | 2% | -4%
Cn1c(SCC(=O)Nc2cccc(NC(=O)c3cccs3)c2)nnc1-c1ccncc1 | 5 | -1% | -3% | -3.5 | -3% | 19% | -10% | 0% | 0%
N#Cc1cc2c(nc1SCC1COc3ccccc3O1)CCC2 (stereo not drawn) | 15 | 9% | 6% | 4.8 | -4% | ? | i | 17% | 0%
COC(=O)[C@]1(C)N[C@H](CN(C)C(=O)c2ccccc2)[C@@H]2C(=O)N(Cc3ccccc3)C(=O)[C@@H]21 | -2 | -9% | -11% | -0.4 | -15% | -4% | i | 0% | 7%
COc1ccccc1C(=O)NC(CCSC)C(=O)NNC(=O)c1ccccc1C (stereo not drawn) | 7 | 3% | 3% | -0.6 | -2% | -9% | -5% | -2% | -2%
COC(C[C@@H]1O[C@@H]1[C@H](O)[C@H](C)OCc1ccccc1)OC | -86* | -11% | -4% | 0.3 | -11% | 10% | -6% | 8% | -12%
Cc1cccc(C(=O)NCC(=O)NCC(c2cccs2)N2CCOCC2)c1 (stereo not drawn) | 13 | 2% | 2% | -2.8 | -8% | 8% | -16% | -3% | -17%
CCOc1ccc(NC(=O)CN(C)C(=O)C2CCCO2)cc1OCC (stereo not drawn) | 6 | 4% | -3% | -4.2 | 0% | 7% | -10% | 0% | 9%
CN(C)c1ccccc1-c1cc(NC=O)c2ncc(-c3cccc(C(F)(F)F)c3)n2c1 | -19 | 161%[activator] | -121%[inhibitor] | 0.2 | ? | ? | 21% | 6% | 32µM*
O=C(CSc1ccc(-c2ccco2)nn1)Nc1ccc(F)cc1F | -30 | -5% | -14% | -2.6 | -30% | -1% | -41%[inhibitor] | -1% | -3%
COc1ccc2sc(NCc3ccccc3)nc2c1 | 9 | 1% | 3% | 0.2 | -3% | ? | -13% | 12% | -6%
COc1ccccc1/C=C/C=C1N=C(/C=C/c2ccc(Cl)cc2)OC/1=O | -7 | 13% | 3% | 0.0 | -7% | 17% | i | -2% | 5%
Cc1ccccc1C(=O)NC1CCN(C(=O)NC2CCCCC2)CC1 | 5 | 5% | 4% | 0.2 | 3% | 7% | i | 5% | 15%
Clc1ccccc1C(c1ccccc1)(c1ccccc1)n1ccnc1 | -17 | -5% | 5% | -0.4 | -12% | 10µM* | i | 4% | -4%
C[C@H](CO)N1C[C@H](C)[C@@H](CN(C)C(=O)NC2CCCCC2)Oc2ccc(NC(=O)Nc3ccc(C(F)(F)F)cc3)cc2C1=O | 0 | -55% | -13% | -0.3 | 2% | ? | 15% | -5% | -20%
Cc1ccc(C(=O)NC(C)C(c2cccs2)N2CCCC2)s1 (stereo not drawn) | 8 | -4% | 5% | 0.5 | -14% | -1% | -24% | 6% | -6%
CCOC(=O)/C(C#N)=C1\CC2CCC1(C)C2(C)C (stereo not drawn) | -9 | 8% | 5% | 0.5 | 6µM* | -3% | -2% | 0% | -11%
COc1ccc(NS(=O)(=O)c2cccc(C(=O)N/N=C(/C)c3ccc(-n4ccnc4)cc3)c2)cc1 | 1 | -4% | 6% | -0.5 | -6% | 14% | i | 24% | -17%
COc1ccc(-c2nc(S(=O)(=O)c3ccccc3)c(NCCCN3CCOCC3)o2)cc1 | -2 | -14% | -5% | 0.3 | ? | 9% | i | -2% | 3%
CCCCN(CC)CCCNC(=O)c1cc2c(-c3ccc(OC)c(OC)c3)nn(C)c2s1 | 0 | ? | 7% | -3.5 | -6% | ? | -25% | 15% | 0%
COc1ccc(N(C(C)=O)S(=O)(=O)c2cccs2)cc1 | 2 | -14% | -9% | -2.2 | -2% | -8% | i | 0% | 1%
COc1ccc(-c2ccc(C#N)c(OC)n2)cc1 | 0 | 6% | -4% | 0.6 | -16% | 43%[activator] | -5% | 23% | -3%
CN1CCc2c(sc(NC(=O)C3COc4ccccc4O3)c2C(N)=O)C1 (stereo not drawn) | -1 | 6% | 0% | -2.0 | -4% | 10% | i | 2% | -18%
COc1ccccc1N1CCN(CCCC(=O)c2ccc(F)cc2)CC1 | 0 | -1% | -5% | -0.1 | -5% | -23% | -49%[inhibitor] | 8% | -29%
CC(C)[C@@H]1COC(c2cccc(C3=N[C@H](C(C)C)CO3)c2)=N1 | 8 | 9% | -6% | -4.5 | -12% | ? | -45%[inhibitor] | 5% | -3%
CCOC(=O)N1CCC(N2C(=O)c3ccccc3C2Nc2ccccc2C)CC1 (stereo not drawn) | 0 | -7% | -3% | -1.7 | 8% | -30% | i | -2% | 2%
COc1ccc(NC(=O)N(C)C[C@H]2Oc3ccc(NC(=O)c4ccncc4)cc3C(=O)N([C@H](C)CO)C[C@@H]2C)cc1 | 1 | 3% | -10% | 0.1 | -30% | 18% | 17% | 1% | 6%
Cn1c(=O)c2c(nc(N3CCOCC3)n2CCNC2=NCCC2)n(C)c1=O | 0 | 5% | 7% | -1.0 | -6% | -7% | i | -12% | -9%

Some of these compounds in order of heavy-atom count, smallest number first:
SMILES | PI5P4K alpha inh | HEK293 tox | EPAC1 agonist | IL-2 act | PLK1 PBD inh | GLP1R inv ag | PTHR1 ag | GLP-1R agonist | EPAC1 antag
CCOC(=O)/C(C#N)=C1\CC2CCC1(C)C2(C)C (stereo not drawn) | -9 | 8% | 5% | 0.5 | 6µM* | -3% | -2% | 0% | -11%
Clc1ccccc1Cn1nnc2c(N3CCCC3)ncnc21 | / | -7% | 5% | -1.2 | -2% | 5% | -29% | 30% | -5%
CCOc1ccc(NC(=O)CN(C)C(=O)C2CCCO2)cc1OCC (stereo not drawn) | 6 | 4% | -3% | -4.2 | 0% | 7% | -10% | 0% | 9%
Cc1cccc(C(=O)NCC(=O)NCC(c2cccs2)N2CCOCC2)c1 (stereo not drawn) | 13 | 2% | 2% | -2.8 | -8% | 8% | -16% | -3% | -17%

Additional compounds:
SMILES | PI5P4K alpha inh | HEK293 tox | EPAC1 agonist | IL-2 act | PLK1 PBD inh | GLP1R inv ag | PTHR1 ag | GLP-1R agonist | EPAC1 antag
C=CCc1cc(C=O)cc(OCC)c1OCc1ccc(Cl)cc1 | 4 | -6% | -6% | 0.1 | 1% | ? | -21% | -4% | -11%
COc1cccc(C(=O)Nc2cccc(S(=O)(=O)NC3=NCCC3)c2)c1 | 1 | 2% | 12% | 0.1 | 0% | 17% | i | 1% | ?
O=C(COC(=O)CCN=C1NS(=O)(=O)c2ccccc21)NNC(=O)c1ccccc1 | 8 | 1% | -33%[inhibitor] | -0.1 | -1% | 4% | i | -5% | -3%
Cc1cc(S(=O)(=O)N2CCOCC2)ccc1OCC(=O)Nc1cccc(F)c1 | -5 | -14% | -10% | 4.0 | -28% | -12% | -20% | 10% | -19%
CC(=O)c1ccc(OCCCC(=O)NC2CCCc3ccccc32)cc1 (stereo not drawn) | -5 | 1% | -4% | -1.2 | -2% | -8% | i | -4% | 2%
O=C(NCc1cccs1)c1cc(C2CC2)on1 | -13 | 18% | -3% | -2.4 | -5% | 12% | i | -1% | 21%
CC(C)N(C(=S)NCc1ccccc1)C(C)C | 1 | 7% | 7% | -3.5 | ? | 2% | i | 3% | 14%
Cc1cc(C)n2c(SCC(=O)N3CCN(S(=O)(=O)c4ccc(Cl)cc4)CC3)nnc2n1 | -21 | 23% | 7% | 1.3 | -21% | -33% | i | -4% | 14%
CC(C)(C)NC(=O)C[C@H]1C[C@H](C(=O)N2CCCCC2)[C@@]2(C)c3[nH]c4cc(-c5ccco5)ccc4c3CCN2C1=O | -29 | 2% | -15% | 0.0 | 24µM* | ? | i | 2% | -16%
CCOC(=O)C(Cc1c(F)cccc1Cl)c1ccno1 (stereo not drawn) | 0 | 6% | 5% | -0.9 | 1% | -23% | -41%[inhibitor] | 0% | -11%
COC(=O)C1=C(C)N(Cc2cccnc2)C(=O)C1 | / | 4% | 4% | -0.6 | -1% | 14% | i | -9% | 10%
Cc1ccc2cc(NC(=O)Cc3ccccc3)ccc2n1 | 1 | 3% | -5% | -0.3 | -5% | -10% | -30% | -6% | -5%

From PubChem BioAssay

The list is partial; rates above refer to the full screens.
